Compound activity from PubChem.
PRMT1 inh: PRMT1 (human) inhibition, primary screen; recombinant PRMT1, activity-based probe fluorescence polarization; inhibition, % at 2.79 µM; 1.3% of 370,000 active;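 active = inhibition above about 21% made by adding two undisclosed values, limit read from the data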
mABHD4 FP: inhibits mouse alpha/beta hydrolase domain 4; Q8VD66; purified mABHD4, FP-Rh probe fluorescence polarization; inhibition, % at 8.92 µM; 0.54% of 370,000 active;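 active = inhibition exceeding the mean over every tested compound plus 3 SD, cut at about 30% in these data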;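 also: 0% = plate median of compound wells and 100% = S159A mutant with DMSO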
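assay system = mABHD4 protein | compound dosing = single nominal dose of 8.92 µM, 0.89% DMSO final | read-out basis = percent inhibition of probe binding, normalized to plate controls | schedule = Enzyme–compound pre-incubation 45 min, then probe 60 min, both 25 °C | detection = fluorescence polarization, excitation 525 nm, emission 598 nm, BODIPY TMR filters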
SIAE primary: blocks human sialic acid acetylesterase; SIAE FP-Rh probe binding, fluorescence polarization; 0.69% of 370,000 active; inhibition, % at 9.66 µM;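 active = inhibition above a cutoff: mean of compounds within the control limits plus 3 SD of those, cut at about 17% in these data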;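 also: 0% = plate median of compound wells and 100% = probe without SIAE protein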
MBD2 inh: inhibitors of human MBD2 binding to methylated oligonucleotide | Q9UBB5 | 0.31% of 370,000 active | inhibition, % at 4.4 µM | TR-FRET; in the data active = inhibition above about 13%
LEDGF integ inh: blocks HIV-1 LEDGF/p75-dependent DNA integration. inhibition, % at 3.7 µM. TR-FRET IN-LEDGF/p75 DNA integration, Eu/Cy5. 0.64% of 370,000 active;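 active = inhibition above the screen-wide mean plus 3 SD, cut at about 13% in these data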;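 also: signal is the Cy5 over europium emission ratio at 671 and 618 nm; 0% = plate median of compound wells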
TDP2 absorb: blocks human TDP2 phosphodiesterase activity. O95551. recombinant TDP2, T5PNP hydrolysis, p-nitrophenol absorbance 415 nm. inhibition, % at 12.8 µM. 0.34% of 370,000 active. AID 720702;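 active = inhibition above the mean of all tested compounds plus 3 SD, set per campaign, cut at about 25% in these data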;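 also: 0% = DMSO with enzyme and 100% = buffer with substrate but no TDP2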
Target sequence (O95551 whole entry, looked up): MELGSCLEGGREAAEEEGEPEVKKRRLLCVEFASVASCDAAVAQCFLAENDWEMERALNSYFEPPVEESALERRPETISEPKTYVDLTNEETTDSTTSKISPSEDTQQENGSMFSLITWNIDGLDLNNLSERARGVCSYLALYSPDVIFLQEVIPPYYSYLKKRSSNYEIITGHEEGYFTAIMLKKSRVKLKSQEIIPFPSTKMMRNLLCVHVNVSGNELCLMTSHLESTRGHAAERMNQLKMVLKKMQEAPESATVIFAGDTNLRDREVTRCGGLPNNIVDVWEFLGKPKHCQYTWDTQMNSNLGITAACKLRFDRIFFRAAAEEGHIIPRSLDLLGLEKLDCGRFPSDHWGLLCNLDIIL
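System: recombinant human TDP2 / Amount: 120 nM TDP2 per well / Also added: 5 mM T5PNP chromogenic substrate / Doses: 12.8 µM single point, 1% DMSO / Incubation: 2 h at 37 °C / Detection: p-Nitrophenol epi absorbance / Evaluation: % inhibition relative to enzyme-containing and enzyme-free wells / Repeats: singlicate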
NPR2 activator: GC-B (human) receptor activation; P20594; HEK293-GC-B cells, CNP EC30, cGMP TR-FRET; 0% at EC30 CNP, 100% saturating CNP; activation, % at 10 µM; 0.11% of 370,000 active; AID 1920062;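 active = activation at 10 µM reaching about 35% in either raw or pattern-adjusted values, limit read from the data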
TCR-CD3 inh: blocks the human TCR-CD3 interaction; TAMRA-labeled TCR probe fluorescence, biochemical; inhibition, % at 9.4 µM; 0.37% of 360,000 active; in the data active = inhibition above about 19%;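 also: recombinant mutant TCR 2C K166C tagged with TAMRA read by polarization; 0% = receptor in buffer alone and 100% = receptor with positive control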
HTRA1 inh: inhibitors of human serine peptidase HTRA1; Q92743; recombinant HTRA1, FP-rhodamine activity-based probe, fluorescence polarization; inhibition, % at 5.96 µM; 0.5% of 340,000 active; in the data active = inhibition above about 36%;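 also: 0% = enzyme with DMSO and 100% = wells lacking enzyme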
Target sequence (Q92743 whole entry, looked up): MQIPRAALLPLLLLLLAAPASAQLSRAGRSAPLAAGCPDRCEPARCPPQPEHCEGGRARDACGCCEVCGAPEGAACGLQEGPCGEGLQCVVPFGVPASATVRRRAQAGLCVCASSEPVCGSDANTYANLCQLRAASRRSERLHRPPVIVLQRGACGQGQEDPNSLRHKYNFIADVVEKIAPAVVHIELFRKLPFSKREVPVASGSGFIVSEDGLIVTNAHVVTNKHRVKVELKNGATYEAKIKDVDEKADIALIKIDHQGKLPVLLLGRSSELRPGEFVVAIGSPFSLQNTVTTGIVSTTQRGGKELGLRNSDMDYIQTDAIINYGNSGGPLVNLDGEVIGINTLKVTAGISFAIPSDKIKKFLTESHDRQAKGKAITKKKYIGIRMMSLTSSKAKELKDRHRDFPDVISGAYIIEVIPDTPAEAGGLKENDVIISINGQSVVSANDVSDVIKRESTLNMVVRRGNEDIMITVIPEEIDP
rCAG RNA binder: binds r(CAG) RNA repeats; r(CAG) RNA repeat, TO-PRO-1 dye displacement fluorescence; inhibition, % at 3 µM; 1.3% of 370,000 active; AID 651821;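 active = inhibition above the plate cutoff, the mean of all test compounds on that plate plus 3 SD, cut at about 35% in these data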;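 also: 0% = DMSO alone and 100% = 100 µM mitoxantrone as full dye displacement; higher means more dye released from RNA so lower well fluorescence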
* marks the source's active call; other numbers are inactive results; . = no result given. Some of the compounds tested. The share of hits here may be higher or lower than overall.

mol	SIAE primary	NPR2 activator	TCR-CD3 inh	TDP2 absorb	HTRA1 inh	PRMT1 inh	rCAG RNA binder	LEDGF integ inh	mABHD4 FP	MBD2 inh
O=C1Nc2ccc(Br)cc2C1(O)Cc1ccccn1 (stereo unspecified)	4.2	-2.6	1.6	-7.2	0.3	0.6	2.2	2.3	-0.9	-2.2
Cc1nn(Cc2c(Cl)cccc2Cl)c(C)c1NC(=O)c1cc(C(C)C)on1	-1.7	-5.3	2.5	0.1	-1.9	-1.2	1.3	-1.3	-4.2	-1.3
Cn1c(SCC(=O)C(C)(C)C)nnc1-c1ccncc1	-5.8	1.7	3.1	-11.5	4.4	2.9	-2.9	1.6	-9.8	6.0
Cc1ccc2c(c1)N(CC(=O)NCCc1c[nH]c3ccccc13)C(=O)CO2	4.5	7.9	2.7	-1.2	-9.7	-1.0	0.5	1.5	4.3	-3.0
Cc1ccc(C)c(S(=O)(=O)N2CCC(c3nc4c(nnn4Cc4ccc(F)cc4)c(=O)[nH]3)CC2)c1	-5.7	-6.8	0.9	-4.3	-54.8	3.1	11.1	3.1	-10.2	0.0
O=C(O)c1cccc(NC(=O)C2C3C=CC(C3)C2C(=O)O)c1 (stereo unspecified)	-1.9	1.1	1.3	0.2	5.5	-2.0	1.1	1.2	6.5	-3.2
COc1ccc(S(=O)(=O)N2CCCCCC2)cc1C(=O)N(C)Cc1cccc(OC)c1OC	1.0	-2.2	1.1	6.0	-1.7	-5.3	-7.7	-1.8	-0.8	-0.1
CC(=O)NC1(C(F)(F)F)C(=O)N(Cc2ccccc2)C2=C1C(=O)CC(C)(C)C2 (stereo unspecified)	-4.7	-1.3	0.8	0.1	-3.0	-6.6	-6.2	-2.2	0.6	0.2
C/C(=N\NC(=S)Nc1ccc(C(C)C)cc1)c1ccc2c(c1)OCO2	9.1	5.9	-6.1	-10.2	-4.6	5.3	11.3	-8.7	2.0	1.5
COc1ccc(C2/C(=C(/O)c3ccc4c(c3)CC(C)O4)C(=O)C(=O)N2Cc2ccncc2)cc1 (stereo unspecified)	4.4	3.4	0.7	0.6	-1.9	-2.7	2.6	1.7	-7.0	-4.1
CCn1c(=O)c2cc(C(=O)NCC(OC)OC)sc2c2ccccc21	-14.3	6.8	3.1	0.2	-4.3	3.0	-2.1	-0.7	4.7	-4.6
COc1cccc(C2c3c(oc4ccccc4c3=O)C(=O)N2CCCN2CCOCC2)c1 (stereo unspecified)	1.6	-6.4	0.9	6.0	5.9	-0.9	2.6	0.4	4.3	0.8
C=CCN1C(=O)c2ccc(C(=O)Nc3ccccn3)cc2C1=O	-4.0	-5.6	6.5	-8.8	-3.7	-2.7	-2.1	-3.0	3.1	-1.2
COC(=O)c1ccccc1NC(=O)C1CCN(S(C)(=O)=O)CC1	6.0	4.3	-2.6	7.0	3.1	-0.9	-1.1	-0.3	-2.9	1.4
O=C(NCCc1c[nH]c2ccccc12)OCc1cn(-c2ccc(Cl)cc2)nn1	0.1	-0.1	.	9.4	.	4.6	8.5	-0.8	-9.9	1.9
CC1CCN(c2c(NCc3ccc(C(=O)NCc4ccco4)cc3)c(=O)c2=O)CC1	1.4	-3.3	-6.5	-14.5	-3.2	4.5	2.0	-4.6	6.9	0.2
CC1(C)Cc2c(sc3ncn4c(=S)[nH]nc4c23)CO1	2.9	-0.6	0.2	3.0	-2.0	7.1	1.9	-4.8	4.4	3.1
CCc1cccc2c(N=O)c(O)[nH]c12	20.8*	1.4	1.7	6.9	13.4	1.3	2.3	2.3	-1.9	-2.0
Cc1cc(Br)cn2c(Cc3cccc(Cl)c3)c(C3CCCCC3)nc12	5.0	-4.0	-2.8	3.2	.	0.3	9.4	-4.7	-19.5	2.1
COc1ccc(S(=O)(=O)N/N=C\c2ccccc2F)cc1	5.4	-1.6	-7.0	-3.7	-3.3	2.0	-1.8	-2.6	3.5	0.0
Clc1ccc(/C=N/Nc2ncnc3ccccc23)cc1Cl	27.0*	-6.6	2.5	-0.6	1.7	-2.1	6.9	-0.9	-2.0	-1.1
CCN(CC)CCNC(=O)c1cc2c(=O)n(CC)c3ccccc3c2s1	8.9	1.3	8.7	0.6	0.8	-5.1	6.5	-2.4	1.5	-3.3
COc1ccc(O)c(C(=O)/C=C/c2cc3ccccc3o2)c1	7.0	-3.6	-2.5	-8.3	-17.1	2.5	0.1	-3.4	-2.4	-2.9
CCc1ccccc1NNC(=O)c1snnc1C	17.1*	-1.4	1.7	2.9	.	3.2	0.8	-0.8	1.7	-2.4
Cc1c(C#N)c(O)[nH]c(=O)c1N=Nc1ccc(Br)cc1C(=O)O	-0.1	-3.0	-3.1	-13.4	0.5	3.3	8.9	-5.7	15.9	-10.8
Clc1ccc(OCc2nc(-c3ccncc3)no2)c(Br)c1	-3.0	3.2	-1.2	-4.5	-22.3	-2.1	-0.6	-3.6	-11.0	3.5
CCc1c(C)nc(N2CCN(Cc3ccc4c(c3)OCO4)CC2)[nH]c1=O	-1.4	-9.9	1.6	14.9	2.7	-4.8	-5.2	-2.6	1.5	2.0
O=C(CSc1nnc2c(n1)[nH]c1ccccc12)Nc1ccc2c(c1)OCO2	-18.2	3.1	-2.2	-1.2	-4.2	10.7	15.2	-1.6	-8.3	1.3
CC1(c2ccc3c(c2)OCO3)NC(=O)N(CC(=O)NCCC2=CCCCC2)C1=O (stereo unspecified)	2.4	4.6	-5.7	1.7	-3.2	0.1	-6.1	-1.1	9.2	-2.6
O=C(N[C@@H](Cc1ccccc1)C(=O)NC1CCCCCC1)c1ccco1	-2.7	5.2	5.3	-1.7	1.0	0.2	-2.9	2.4	-3.0	-1.1
O=C(N/N=C/c1cccs1)C(=O)Nc1cccc(Cl)c1	2.7	-1.9	4.6	2.7	10.2	-5.5	0.9	2.9	1.9	-3.0
COc1ccc(CC(=O)NCC2CCCN(Cc3ccc(SC)cc3)C2)cc1 (stereo unspecified)	-4.0	-20.0	2.4	-8.6	4.3	-3.0	-4.4	-3.7	1.6	-2.2
O=C(CCNC(=O)Cn1cnc2ccccc2c1=O)NCC1CCCO1 (stereo unspecified)	4.4	0.1	7.2	-8.3	3.6	-0.9	-0.2	-6.5	3.3	-6.1
Cc1nonc1CN(C)C(=O)c1cc(COc2ccc(F)cc2Cl)on1	-5.7	0.0	-0.9	-12.2	-4.3	-1.9	-5.0	2.2	0.5	3.3
CC1=C(C(=O)NC(C)CCc2ccccc2)C2(CCC(C)CC2)OC1=O (stereo unspecified)	-2.8	-0.4	2.7	3.8	-4.4	0.1	-7.1	-0.9	2.3	0.3
O=C(c1ccc(S(=O)(=O)Nc2ccccc2)cc1)N1CCC1	-8.2	-1.4	5.2	18.9	3.3	3.6	-9.3	2.0	2.6	-5.0
COc1ccccc1NC(=O)Nc1ccc(Cl)c(S(=O)(=O)Nc2ccccc2OC)c1	-6.3	0.1	4.1	13.9	-36.0	0.5	8.7	-1.4	-22.9	-2.6
CC1(c2nnnn2Cc2ccccc2)CCC(=O)N1CCc1ccc(O)cc1 (stereo unspecified)	1.5	-1.0	-6.2	3.1	.	1.0	2.3	-1.8	-10.8	6.5
O=C1NCCN1Cc1ccccc1F	6.1	5.8	-4.0	-2.9	9.3	-2.0	-0.1	4.4	2.9	1.3
Cc1cc(C)c(NC(=O)Cn2ncc3ccccc32)c(C)c1	16.5	0.2	0.8	0.4	0.9	3.5	-1.0	1.6	5.9	-2.5

Profiles from above. Screens in order: SIAE primary, NPR2 activator, TCR-CD3 inh, TDP2 absorb, HTRA1 inh, PRMT1 inh, rCAG RNA binder, LEDGF integ inh, mABHD4 FP, MBD2 inh
Results for COc1ccc(CC(=O)NCC2CCCN(Cc3ccc(SC)cc3)C2)cc1 (stereo unspecified) : -4.0, -20.0, 2.4, -8.6, 4.3, -3.0, -4.4, -3.7, 1.6, -2.2
Results for O=C1Nc2ccc(Br)cc2C1(O)Cc1ccccn1 (stereo unspecified) : 4.2, -2.6, 1.6, -7.2, 0.3, 0.6, 2.2, 2.3, -0.9, -2.2
Results for COc1ccc(O)c(C(=O)/C=C/c2cc3ccccc3o2)c1 : 7.0, -3.6, -2.5, -8.3, -17.1, 2.5, 0.1, -3.4, -2.4, -2.9

Further structures follow.
mol	SIAE primary	NPR2 activator	TCR-CD3 inh	TDP2 absorb	HTRA1 inh	PRMT1 inh	rCAG RNA binder	LEDGF integ inh	mABHD4 FP	MBD2 inh
Cc1onc(-c2c(F)cccc2Cl)c1C(=O)Nc1cccc(S(=O)(=O)NCc2ccco2)c1	-10.9	1.6	-4.4	-1.7	-17.6	4.3	11.6	-0.1	-5.3	-3.8
COCC(=O)N(C)C[C@@H]1Oc2ncc(Br)cc2C(=O)N([C@@H](C)CO)C[C@H]1C	0.9	0.1	-1.6	-7.5	-3.3	3.9	1.4	-10.2	-2.8	4.1
CCOC(=O)C1=C(c2ccccc2)NC(=O)NC1c1ccc(OC)c(OC)c1 (stereo unspecified)	-3.6	-7.9	6.6	0.7	-4.1	0.4	-3.5	-1.1	1.6	-6.8
O=C(CSCc1ccc(Cl)cc1Cl)Nc1c[nH]c(=O)[nH]c1=O	-2.8	-4.9	-2.5	-15.7	-4.4	0.7	6.4	2.6	-3.5	-6.2
COc1ccc(S[C@]2(C(=O)N3CCN(c4ncccn4)CC3)CC(=O)N(C(=O)c3ccccc3)[C@@H]2c2ccc(OC)cc2)cc1	-3.3	0.0	.	1.4	.	24.0*	15.0	0.2	-0.9	-1.3
C/C(NCc1ccccc1)=C(\C#N)C(=O)NCc1ccccc1	5.2	3.6	7.2	-4.1	-10.3	-2.3	-6.9	0.0	-0.8	-1.6
CCCc1nn(C)c(C(=O)Nc2cccc3ccccc23)c1Cl	3.1	-3.8	2.2	2.3	-19.7	0.0	-3.8	-0.7	1.7	2.0
Cc1ccc(C)c(OC(=O)c2ccncc2)c1	6.4	5.6	11.3	6.3	-5.4	0.5	-1.7	5.1	3.0	-3.5
Cc1ccc(OCc2nc(C#N)c(NCCCn3ccnc3)o2)cc1	-1.8	-1.0	-5.7	-0.8	-7.8	-0.3	-6.0	-3.2	-5.4	4.4
CCCC(=O)c1c(NCCO)cc(C)oc1=O	-1.6	-1.0	6.0	-14.2	1.8	-0.2	3.1	0.9	0.7	-0.3
CCNc1ccc(C(=O)OCC(=O)NC(C)c2ccccc2)cc1[N+](=O)[O-] (stereo unspecified)	8.2	0.8	0.4	1.1	0.5	-2.7	-1.9	0.2	-1.0	-8.0
COC(=O)C/C=N/N=C1/NC(=O)/C(=C/C(=O)O)S1	-5.7	1.7	9.4	17.4	9.9	4.7	13.9	7.3	5.0	1.9
Nc1cc2c(cc1Br)-c1ccc(F)cc1C2=O	-2.2	-2.5	1.0	-20.6	7.1	-0.4	6.8	2.0	10.6	-9.6
COc1ccc(CNC(=O)C2CCCN2S(=O)(=O)c2ccc(S(=O)(=O)N(C)C)cc2)cc1 (stereo unspecified)	7.0	6.8	-3.6	3.3	6.7	-1.8	1.0	0.5	1.7	-5.2
O=C(N/N=C/c1cccc(Oc2ccccc2)c1)c1cccc(Br)c1	-102.3	.	0.9	-10.8	-74.0	-2.8	7.2	0.9	-63.1	-3.8
